# Screening data as filed in PubChem BioAssay.
# S1P4 antag: human S1P4 receptor antagonism; AID 1510; S1P4-expressing cells, antagonist mode, reporter read-out; actives 0.26% (n = 220,000); O95977; inhibition, % at 4.98 µM; in the data active = inhibition above about 29%;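 note: 0% = wells stimulated with agonist and 100% = vehicle wells without agonist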
# Ba/F3 V617F tox: lowers viability of Ba/F3 cells expressing EpoR and JAK2V617F | ATP luminescence | inhibition, % at 5.6 µM | actives 1.1% (n = 220,000) | AID 1446;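 active = inhibition above the campaign mean plus 3 SD over all tested compounds, cut at about 24% in these data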;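 note: cytokine-independent growth of Ba/F3 cells driven by EpoR plus mutant JAK2; 0% = DMSO-treated cells and 100% = JAK inhibitor I control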
# NPY-Y2 PAM-ag: potentiates or activates human NPY-Y2 receptor. activation, % at 3.6 µM. AID 1359. cells expressing NPY-Y2, potentiator/agonist read-out. P49146. actives 0.45% (n = 220,000); in the data active = activation above about 27%;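 note: cells stimulated with NPY near EC25 plus isoproterenol at EC100; 0% = vehicle plus submaximal agonist and 100% = vehicle plus saturating agonist; some results beyond the cut were filed as inactive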
# BaF3 tox: counter-screen for JAK2V617F inhibitors: parental Ba/F3 viability inhibitors; CellTiter-Glo ATP luminescence; inhibition, % at 5.6 µM; actives 1.1% (n = 220,000); AID 1486;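 active = inhibition above a per-campaign cutoff, the mean inhibition of all tested compounds plus 3 SD, cut at about 27% in these data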;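 note: 0% = DMSO wells and 100% = JAK Inhibitor I control wells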
# PERK inhibitor: inhibitors of human PERK kinase; Q9NZJ5; CHO PERK-DD fusion, SEAP luminescence translation reporter; inhibition, % at 5.6 µM; actives 0.17% (n = 220,000); AID 1416;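 active = inhibition above the mean inhibition of all tested compounds plus 3 SD, set separately per screening campaign, cut at about 2.9% in these data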;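 note: PERK kinase domain activated by AP20187 dimerizer at 100 nM; 0% = DMSO with dimerizer and 100% = rapamycin at 8.4 µM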
# Mdm2 ligase inh: inhibitors of human Mdm2 E3 ubiquitin ligase | actives 0.11% (n = 210,000) | signal enhancement, % at 5 µM | AID 1230 | Q00987 | cell-based MDM2 ubiquitination luciferase reporter, 2 h; 0 = plate control, 100 = twice control, blank-subtracted;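 active = signal enhancement of 30% or more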;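 note: luminescence tracks abundance of the self-degrading MDM2-luciferase fusion protein; higher signal means inhibition of MDM2 E3 ligase activity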
# Target sequence (Q00987 whole entry, looked up, the tested form may be a part): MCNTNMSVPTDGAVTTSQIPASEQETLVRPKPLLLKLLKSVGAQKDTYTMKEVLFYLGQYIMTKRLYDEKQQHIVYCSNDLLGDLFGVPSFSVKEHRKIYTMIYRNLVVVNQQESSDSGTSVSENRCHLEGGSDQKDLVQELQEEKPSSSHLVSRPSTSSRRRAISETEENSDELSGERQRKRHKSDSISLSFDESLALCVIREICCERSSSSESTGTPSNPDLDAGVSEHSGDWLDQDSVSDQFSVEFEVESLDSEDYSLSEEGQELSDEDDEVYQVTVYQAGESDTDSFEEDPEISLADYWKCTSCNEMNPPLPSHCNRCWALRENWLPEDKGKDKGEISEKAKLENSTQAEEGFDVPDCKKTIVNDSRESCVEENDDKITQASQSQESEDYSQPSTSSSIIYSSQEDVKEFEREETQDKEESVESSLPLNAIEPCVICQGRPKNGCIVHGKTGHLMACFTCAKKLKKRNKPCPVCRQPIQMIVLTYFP
#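 Material: stable MDM2–luciferase fusion reporter cells / Quantity: 2000 cells/well / Dosing: single 5 µM compound dose, 0.2% final DMSO / Buffer or medium: DMEM / Schedule: 4 h cell settling then 2 h compound exposure, 37 °C / Detection: luminescence with SteadyLite reagent, 15 min at room temperature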
# eIF4E-4G inh: blocks eIF4E binding to eIF4G; P63073+Q04637; TR-FRET eIF4E-eIF4GI(517-606) binding, 2 h; inhibition, % at 21.7 µM; actives 0.37% (n = 220,000); AID 782;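 active = inhibition above about 30%, limit read from the data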;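 note: 0% = full FRET control wells and 100% = background wells lacking eIF4GI fragment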
# Wee1 degr inh: inhibitors of human Wee1 degradation; P30291; HeLa Luc-Wee1K328M stability, luciferase luminescence; 100% = proteasome inhibitor MG132 effect; reporter increase, % at 5 µM; actives 1.2% (n = 220,000); AID 1321;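 active = activation above the mean of all tested compounds plus 3 SD, set per screening run, cut at about 8.8% in these data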;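 note: cells exposed to compound for 20 h before luminescence read; 0% = DMSO alone and 100% = MG132 at 30 µM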
# Target sequence (P30291 whole entry K328M): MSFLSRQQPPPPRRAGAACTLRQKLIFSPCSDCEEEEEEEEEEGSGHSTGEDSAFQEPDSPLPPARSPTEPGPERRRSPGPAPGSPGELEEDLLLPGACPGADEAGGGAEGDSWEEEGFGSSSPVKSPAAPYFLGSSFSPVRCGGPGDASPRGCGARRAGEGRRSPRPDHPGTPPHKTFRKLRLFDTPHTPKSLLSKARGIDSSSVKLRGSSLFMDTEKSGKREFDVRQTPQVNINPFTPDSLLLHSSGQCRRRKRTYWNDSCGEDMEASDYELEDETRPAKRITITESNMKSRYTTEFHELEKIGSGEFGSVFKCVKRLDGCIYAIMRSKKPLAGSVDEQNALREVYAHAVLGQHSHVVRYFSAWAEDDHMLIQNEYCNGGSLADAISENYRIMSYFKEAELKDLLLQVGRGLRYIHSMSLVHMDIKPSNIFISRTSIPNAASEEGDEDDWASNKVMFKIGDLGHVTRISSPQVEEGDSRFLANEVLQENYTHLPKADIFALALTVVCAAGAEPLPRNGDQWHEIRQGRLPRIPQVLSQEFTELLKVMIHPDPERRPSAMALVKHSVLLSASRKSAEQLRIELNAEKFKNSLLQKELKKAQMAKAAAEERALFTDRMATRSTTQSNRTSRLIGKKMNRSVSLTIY
# S1P4 agonist: human S1P4 receptor agonism; AID 1509; S1P4-expressing cell line, agonist reporter assay; activation, % at 4.98 µM; actives 0.35% (n = 220,000); in the data active = activation above about 11%;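 note: 0% = DMSO vehicle and 100% = reference agonist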
# The depositor's hits bear a star; . = no result given; [ ] = dose if it differs, or a comment.
SMILES,S1P4 antag,Ba/F3 V617F tox,NPY-Y2 PAM-ag,BaF3 tox,PERK inhibitor,Mdm2 ligase inh,eIF4E-4G inh,Wee1 degr inh,S1P4 agonist
O=C(CNCC1CCCCC1)Nc1ccc(OC(F)(F)F)cc1,-17,2,-5,10,0.5,-10,0,-5,-0.2
COc1ccc(OCCN2CCN(C3CC(=O)N(CCC(C)C)C3=O)CC2)cc1 (centres undefined),-35,-1,11,9,-0.5,-5,4,0,0.8
Cc1ccc2nc(-c3ccc(NC(=O)c4cccnc4)cc3)oc2c1,-3,2,1,1,-1.7,-14,3,3,1.0
COc1cccc(C(=O)Nc2ccc(C(F)(F)F)n(C)c2=O)c1,15,6,-5,4,-0.3,-11,1,3,0.3
CCN1CCCC1CNC(=O)C(=O)NC(C)C (centres undefined),5,-5,-5,-1,0.4,-13,-1,-1,0.1
Cc1ccc(N2CCN(c3ccc(C)cc3)C2c2ccccn2)cc1,3,-1,-6,2,0.3,-14,-4,0,1.6
Cc1cccc(NC(=O)c2cccnc2)c1,-12,-1,3,3,0.5,2,-6,-2,-0.1
O=C(Cc1cccs1)NCc1cccc(CNC(=O)Cc2cccs2)c1,-16,-1,-6,5,0.3,-4,-3,0,1.1
O=C(NC1=NCCS1)c1cccc(S(=O)(=O)N2CCc3ccccc32)c1,-18,4,7,7,0.9,-11,3,-2,-0.5
CSc1c[n+]2c(n1C)CCC2,-3,-2,-5,5,1.3,-9,22,1,-1.7
CCOc1ccccc1NC(=O)COC(=O)Cc1ccc(-c2ccccc2)cc1,-16,-2,4,1,0.6,-10,-7[fluorescence artefact?],-3,0.8
COC(=O)[C@H](Cc1ccccc1)NC(=O)N(C)Cc1ccccc1,-5,-3,-5,-5,0.0,-7,-5,-1,0.4
Cc1nnsc1NC(=O)OCC(C)C,-16,-1,10,3,0.3,-3,6,-1,1.6
CCCOc1ccc(Cc2c(Cl)nc(SC)nc2NC)cc1,-13,-3,9,7,0.1,.,5[fluorescence artefact?],3,0.5
Cc1noc(C)c1S(=O)(=O)N1CCCC(C(=O)NCCc2ccc(Cl)cc2)C1 (centres undefined),4,2,4,4,-0.3,-6,5,7,-1.9
COc1ccc(C2Nc3ccc(Br)cc3C(c3ccccc3)N2CC(=O)O)cc1 (centres undefined),-5,-4,-25,0,0.2,-23,2,-3,-3.1
CC1Oc2ccccc2N(CC(=O)N2CCc3ccccc32)C1=O (centres undefined),-6,1,-4,3,-1.4,-11,-4,-2,2.1
NC(=O)COc1ncn(-c2ccccc2)n1,6,-1,-7,6,1.4,-22,3,-3,-5.7
c1ccc(-c2nnc3sc(-c4cc5ccccc5o4)nn23)cc1,-1,-3,-5,-2,0.9,-7,-1,-1,-0.8
Cc1ccc(C(=O)CSc2nc3ccccc3c(=O)[nH]2)cc1,-12,-2,-19,0,-0.6,-17,-2[fluorescence artefact?],21*,-0.7
O=C(NCC1CCCO1)c1cccc(Oc2ccc([N+](=O)[O-])cc2Cl)c1 (centres undefined),-10,1,1,5,0.5,-13,8,2,0.0
COc1ccc(NC(=O)N2CCN(S(C)(=O)=O)CC2)cc1OC,-23,0,3,4,0.5,7,9[fluorescence artefact?],3,-0.2
CCOC(=O)c1c(NC(=O)COc2cccc3c2CCN(Cc2ccc(F)cc2)C3=O)sc2c1CCC2,-4,0,3,4,0.1,-12,4,-2,-0.6
O=C(Cn1c(=O)oc2ccccc21)Nc1nnc(N2CCCCCC2)s1,-1,-4,-3,-3,0.1,-2,2,-2,2.6
O=Cc1cc([N+](=O)[O-])ccc1N1CCOCC1,-2,0,0,5,-0.1,2,-1[fluorescence artefact?],4,1.8
O=C1CC(c2ccco2)Sc2nc3ccccc3n21 (centres undefined),-19,-3,-3,3,1.2,13,2,-2,1.0
O=C(O)CC(NC(=O)Cc1ccc([N+](=O)[O-])cc1)c1ccc2c(c1)OCO2 (centres undefined),-6,3,-7,7,1.1,-16,0,0,-0.7
O=C(O)CCCN=C1NC2(CCCC2)Cc2ccccc21,-14,-1,2,1,-0.2,.,3,0,-1.2
CSCC[C@H](NC(=O)OC(C)(C)C)C(=O)N/N=C/c1cc2ccc(C)cc2nc1Cl,-13,-3,5,0,-0.2,14,26,1,-1.0
Clc1cccc(CNCCNCc2cccc(Cl)c2)c1,-7,1,-7,4,-0.2,-2,0,5,0.0

# Arranged by heavy-atom count (ascending): some entries from above.
SMILES,S1P4 antag,Ba/F3 V617F tox,NPY-Y2 PAM-ag,BaF3 tox,PERK inhibitor,Mdm2 ligase inh,eIF4E-4G inh,Wee1 degr inh,S1P4 agonist
Cc1ccc(C(=O)CSc2nc3ccccc3c(=O)[nH]2)cc1,-12,-2,-19,0,-0.6,-17,-2[fluorescence artefact?],21*,-0.7
c1ccc(-c2nnc3sc(-c4cc5ccccc5o4)nn23)cc1,-1,-3,-5,-2,0.9,-7,-1,-1,-0.8
COc1ccc(C2Nc3ccc(Br)cc3C(c3ccccc3)N2CC(=O)O)cc1 (centres undefined),-5,-4,-25,0,0.2,-23,2,-3,-3.1

# Remaining list, next part
SMILES,S1P4 antag,Ba/F3 V617F tox,NPY-Y2 PAM-ag,BaF3 tox,PERK inhibitor,Mdm2 ligase inh,eIF4E-4G inh,Wee1 degr inh,S1P4 agonist
O=C(O)[C@H](Cc1ccccc1)NC(=O)N1CCC(Cc2ccccc2)CC1,-11,-3,-20,-5,1.0,.,-8,-2,-0.1
COc1ccc2nc(Nc3nc(C)c(CCC(C)C)c(=O)[nH]3)nc(C)c2c1,-4,-1,-13,4,-0.5,-19,-13,-3,0.6
O=[N+]([O-])c1ccc(-c2ccc(/C=N/Nc3nc(N4CCCC4)nc(N4CCCC4)n3)o2)cc1,-5,-2,-2,-1,0.7,-17,0,-3,3.1
N#Cc1ccsc1NC(=O)CN1CCN(S(=O)(=O)c2cc(Cl)ccc2Cl)CC1,-1,5,8,10,-0.7,-6,4,5,-3.7
CCOc1cc2[nH]c(=O)n(CCC(=O)N3CCN(c4ccccc4OC)CC3)c(=O)c2cc1OCC,7,0,-4,1,1.3,-19,-1,-1,-0.8
COC(=O)CN1C(=S)N(C)C(=O)C1CC(=O)Nc1ccccc1 (centres undefined),-17,-3,6,-1,0.6,-7,0[fluorescence artefact?],0,1.9
Nc1c(C(=O)NCc2ccccc2)c2nc3ccccc3nc2n1-c1ccc2c(c1)OCO2,-14,-2,10,0,0.2,-11,-59,2,0.9
COc1ccc([N+](=O)[O-])cc1NS(=O)(=O)c1ccc(Cl)c(C(=O)Nc2sc3c(c2C#N)CCCCC3)c1,9,4,-10,1,-0.1,-15,-3,-1,0.6
Cc1cc(OCC(=O)Nc2nnc(C3CC3)s2)ccc1[N+](=O)[O-],6,-3,10,-2,1.5,-2,3,-2,-1.3
O=C(c1cc2sccc2n1Cc1ccc(F)cc1)N1CCN(c2nc3ccccc3s2)CC1,-27,1,3,5,-1.2,.,-3,-1,-0.2
COc1cccc(-c2nc(-c3ccc(Br)o3)no2)c1,8,-4,-13,0,1.7,-41,-6,3,-0.4
COc1ccc(/C=C2/C(=O)N=C3SCCN32)cc1,7,-2,-6,4,0.6,-1,1,-1,0.5
CC(C)(C)NS(=O)(=O)c1ccc(CCC(=O)N2CCCCC2)cc1,19,1,-8,10,-1.0,-12,3[fluorescence artefact?],0,-0.4
CCN(CC)S(=O)(=O)c1ccc2c(c1)c(=O)c(C(=O)NCc1cccs1)cn2C,2,-1,-7,3,-1.0,-10,9,8,2.1
CCCCn1c(=O)nc2n(-c3ccccc3)c3ccccc3cc-2c1=O,-18,4,-15,6,-0.8,-17,18,-2,1.4
Cc1ccc(C(=O)Nc2nccc(-c3cccs3)n2)cc1,-3,4,-2,5,0.2,-5,3,3,0.7
O=C(O)c1cc(N/N=C/c2cccs2)ccc1Cl,-20,0,-4,3,0.8,-22,-9,-2,-0.9
COCCN(CCOC)S(=O)(=O)c1ccc(C(=O)NC2CCN(Cc3ccccc3)CC2)cc1,-12,1,-3,7,0.3,-16,-3[fluorescence artefact?],4,-0.8
Cc1ccc(/C=C2\SC(=S)N(CCC(=O)NNS(=O)(=O)c3ccc(C)cc3)C2=O)cc1,-3,-1,-7,7,0.7,2,13[fluorescence artefact?],-4,0.3
COC(=O)c1ccccc1NC(=O)C1CCN(S(=O)(=O)c2cc(C)ccc2OC)CC1,-15,-3,7,1,-0.7,-15,-4,-1,-0.8
COc1ccc(-n2cc(-c3ccc(OC)c(OC)c3)[nH]c2=S)cc1,-3,-4,17,1,1.4,-7,-3,1,-2.0
Cc1ccc(-c2noc(CCC(=O)Nc3ccc(C)cn3)n2)cc1,-5,-2,0,2,0.8,-13,3,1,0.8
CCCN(CCC)c1nc2ccccc2nc1C(C#N)C(=O)OC(C)COC (centres undefined),-5,-3,-19,6,0.1,-19,-2,-2,0.8
O=C(C1CC1)N1CCc2cc(S(=O)(=O)NCC3COc4ccccc4O3)ccc21 (centres undefined),2,-1,-27,3,0.6,-23,3,0,-0.1
O=C(O)COc1ccccc1/C=N/NC(=O)CSc1nc2ccccc2n1Cc1ccccc1,-3,0,-12,-3,0.0,7,4,1,0.7
CC(NC(=O)Cn1c(=O)[nH]c2ccsc2c1=O)C12CC3CC(CC(C3)C1)C2 (centres undefined),1,-4,16,3,0.2,-9,2,-2,-0.9
Cc1c(Nc2ccc3nonc3c2[N+](=O)[O-])c(=O)n(-c2ccccc2)n1C,14,2,-6,7,0.5,-7,2,6,1.8
Cc1n[nH]c(C)c1S(=O)(=O)N1CCCC(C(=O)NC2CCCc3ccccc32)C1 (centres undefined),0,1,4,6,0.4,-11,1,-1,0.2
COC(=O)CC(NC(=O)c1ccc(C)cc1)c1ccc2c(c1)OCO2 (centres undefined),-16,-5,0,-1,-0.2,-9,5,0,1.6
O=C(NC1CCCCC1)c1ccc(CN2CCOCC2)cc1,-8,2,1,3,-0.6,-5,0,2,-3.3
CCSc1nc(C(F)(F)F)cc(=O)n1-c1ccccc1,-14,-6,5,3,1.4,-9,2,-2,3.5
Cc1ccc2c(c1)NC(=O)CC(c1ccccc1)=N2,-4,3,-4,3,0.0,4,2,1,2.4
CC1(C)Cc2ccccc2C(=NCCCC(=O)O)N1,-4,-1,10,5,0.1,-11,3,-1,0.2
Cc1ccc(-c2ccc(SCC(=O)Nc3nonc3C)nn2)cc1,-26,1,-3,6,0.1,-4,0,1,-0.1
CCCc1nc2c(c(=O)c3ccccc3n2C)c(=O)n1-c1ccc(F)cc1,-9,2,-1,5,0.2,20,12,-2,-0.1
N#C/C(=C\c1ccc([N+](=O)[O-])cc1)c1nc(C2CC2)cs1,-5,-1,-7,0,0.7,-5,6[fluorescence artefact?],4,2.4
Oc1cccc(C(=S)N2CCCCC2)c1,-8,2,3,3,2.2,-1,0,2,-0.3
CCOc1ccccc1NC(=O)C1CCCCN1S(=O)(=O)c1ccc(F)cc1 (centres undefined),-7,-2,-10,4,-0.9,-3,.,-2,-0.1
COc1ccccc1-c1nc2cc3ccccc3cc2nc1-c1ccccc1OC,-13,0,-8,5,0.8,-14,8,0,0.2
CC(C)(C)c1csc(CS(=O)(=O)c2ccccn2)n1,1,-3,2,2,0.1,-7,1,2,0.1
COc1ccc(S(=O)(=O)NCc2cccs2)cc1,-30,-6,-1,4,0.5,-14,-5,0,-1.1
OCC(CO)(CO)n1cnnn1,0,-5,-3,-1,0.5,-4,4,-1,0.9
O=C1NCCN/C1=C\C(=O)c1ccc(Cl)cc1,-7,3,3,1,-1.2,-16,2,0,1.3
